GSTO1 inh: inhibitors of recombinant GSTO1, primary screen, counter-screen for RBBP9 inhibitor project, biochemical, fluorescence polarization. inhibition, % at 5.96 µM. AID 1974, 2009. activity-based probe fluorescence polarization. hit rate 1.1% among 300,000. Glutathione S-transferase omega-1 (Homo sapiens), P78417;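 active means inhibition above the campaign mean inhibition plus 3 SD, cut at about 35% in these data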;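 further: 0% = GSTO1-1 with DMSO and 100% = wells lacking GSTO1-1 enzyme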
Bcl-xL primary: inhibitors of human Bcl-xL, primary screen, biochemical, fluorescence polarization, HTS; Bcl-2-like protein 1 (Homo sapiens), Q07817; GST-Bcl-xL / FITC-Bim BH3 peptide fluorescence polarization; inhibition, % at 10.9 µM; hit rate 0.7% among 320,000;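 active means inhibition above the mean of all tested compounds plus 3 SD, cutoff set per campaign, cut at about 30% in these data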;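 further: 0% = DMSO wells and 100% = unlabeled Bim-BH3 peptide competitor; inhibitors lower millipolarization by displacing the labeled peptide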
PME-1 inh: PME-1 inhibitors via competitive probe labeling, primary screen, biochemical, fluorescence polarization, FP-Rh probe, HTS | recombinant PME-1 | Protein phosphatase methylesterase 1 (Homo sapiens), Q9Y570 | inhibition, % at 5.9 µM | hit rate 0.53% among 320,000;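 active means inhibition above the campaign mean of all compounds plus 3 SD, cut at about 26% in these data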;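 further: competitive labeling of PME-1 active site by serine hydrolase directed probe; 0% = PME-1 with DMSO and 100% = wells lacking PME-1 enzyme; inhibitors block probe labeling so polarization falls and inhibition rises; many of its hits are not listed in these tables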
MEX-5 binding: MEX-5 zinc finger RNA-binding disruptors – biochemical, C. elegans, fluorescence polarization, MLPCN library, primary screen; MEX-5/FITC-TCR2 RNA binding; stronger effect = lower value; activity score (negative = inhibition of binding), % at 10 µM; hit rate 0.38% among 300,000;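 active means inhibition past about -25% in most replicates, and total fluorescence under double the plate's negative control median, limit read from the data; inconclusive means replicates evenly split on the limit, or fluorescence at least double controls; inactive means too little inhibition in most replicates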;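 further: 0% = DMSO and -100% = 5 µM competing unlabeled TCR2 RNA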
Fam108B inh: mouse Fam108B serine hydrolase inhibitors, primary screen, counter-screen for RBBP9 inhibitor project, biochemical, fluorescence polarization; AID 1947, 2009; recombinant Fam108B, FP-Rh probe fluorescence polarization; hit rate 0.33% among 300,000; inhibition, % at 9.51 µM;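 active means inhibition above the screen mean inhibition plus 3 SD, computed separately per campaign, cut at about 18% in these data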;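 further: inhibitors lower polarization as less probe binds the enzyme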
GLD-1 TGE inh: GLD-1/TGE RNA complex disruptors, primary screen, biochemical, fluorescence polarization. AID 2280, 2010. purified GLD-1 + fluorescein TGE RNA. Female germline-specific tumor suppressor gld-1 (Caenorhabditis elegans), Q17339. hit rate 0.44% among 320,000. inhibition, % at 5.96 µM;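 active means percent inhibition above a per-plate cutoff, the plate mean of test compounds plus 3 SD, cut at about 30% in these data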;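 further: 0% = DMSO wells with GLD-1 and probe and 100% = wells lacking GLD-1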
Target sequence (Q17339 whole entry, looked up): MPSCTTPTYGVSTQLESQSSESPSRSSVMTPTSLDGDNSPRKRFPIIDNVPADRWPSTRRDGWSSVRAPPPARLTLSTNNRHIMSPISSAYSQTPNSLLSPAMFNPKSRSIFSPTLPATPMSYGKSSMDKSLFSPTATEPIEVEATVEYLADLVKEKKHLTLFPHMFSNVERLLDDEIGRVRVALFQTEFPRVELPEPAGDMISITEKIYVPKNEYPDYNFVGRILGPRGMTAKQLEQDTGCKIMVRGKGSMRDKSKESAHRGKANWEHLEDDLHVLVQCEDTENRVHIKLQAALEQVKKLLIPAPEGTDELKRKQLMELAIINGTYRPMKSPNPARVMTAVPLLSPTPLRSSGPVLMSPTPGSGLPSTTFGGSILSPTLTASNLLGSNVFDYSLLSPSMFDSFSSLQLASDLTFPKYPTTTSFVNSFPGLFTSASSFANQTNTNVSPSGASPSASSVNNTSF
PAD4 FP inh: human PAD4 inhibitors, primary screen, biochemical, fluorescence polarization, 1536-well format; recombinant PAD4, RCA probe fluorescence polarization; hit rate 0.41% among 330,000; inhibition, % at 6.36 µM;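 active means percent inhibition above a cutoff equal to the mean of all tested compounds plus 3 SD, cut at about 15% in these data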;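 further: 0% = PAD4 with RCA probe and DMSO and 100% = probe without PAD4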
Target sequence (Q9UM07 whole entry, looked up): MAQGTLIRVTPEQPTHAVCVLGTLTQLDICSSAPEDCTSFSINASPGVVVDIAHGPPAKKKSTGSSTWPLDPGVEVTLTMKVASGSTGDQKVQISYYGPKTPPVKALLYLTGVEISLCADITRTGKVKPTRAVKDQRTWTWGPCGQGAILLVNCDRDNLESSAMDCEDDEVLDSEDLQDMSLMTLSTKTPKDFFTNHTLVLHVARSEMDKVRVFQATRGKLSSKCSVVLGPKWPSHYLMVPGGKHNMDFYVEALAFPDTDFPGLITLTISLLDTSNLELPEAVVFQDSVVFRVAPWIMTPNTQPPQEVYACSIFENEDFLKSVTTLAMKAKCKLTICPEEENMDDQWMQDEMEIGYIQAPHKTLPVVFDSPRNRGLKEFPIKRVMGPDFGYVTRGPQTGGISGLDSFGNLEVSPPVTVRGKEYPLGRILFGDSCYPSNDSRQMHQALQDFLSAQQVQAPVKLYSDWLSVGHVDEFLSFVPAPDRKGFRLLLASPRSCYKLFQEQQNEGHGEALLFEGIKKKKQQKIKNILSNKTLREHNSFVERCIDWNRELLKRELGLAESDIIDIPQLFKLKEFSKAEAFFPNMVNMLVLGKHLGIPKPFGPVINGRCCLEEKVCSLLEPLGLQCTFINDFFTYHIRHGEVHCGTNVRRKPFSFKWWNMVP
TPT1 inhibitor: Candida albicans TPT1 enzyme inhibitors, primary screen, biochemical, fluorescence polarization; AID 1962, 2009; inhibition, % at 5 µM; hit rate 0.81% among 300,000; recombinant caTPT1, FP RNA substrate dephosphorylation; tRNA 2'-phosphotransferase TPT1 (Candida albicans SC5314);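 active means inhibition above the mean of all tested compounds plus 3 SD, set per screening campaign, cut at about 24% in these data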;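 further: plate controls were DMSO alone for no effect and ferristatin control at 100 nM for full effect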
MCL1-BIM inh: inhibitors of MCL1 binding to BIM-BH3, primary screen, biochemical, fluorescence polarization; inhibition, % at 10.9 µM; GST-MCL1 / FITC-Bim-BH3 fluorescence polarization; hit rate 0.68% among 320,000; Induced myeloid leukemia cell differentiation protein Mcl-1 (Homo sapiens), Q07820;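 active means inhibition above the mean inhibition of all tested compounds plus 3 SD, set per campaign, cut at about 40% in these data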;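 further: 0% = DMSO wells and 100% = unlabeled Bim-BH3 peptide control; higher means more loss of mP so more displacement of Bim peptide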
Starred values were filed as active, the others as inactive; ? = inconclusive; · = not tested or not shown.

SMILES | GSTO1 inh | Bcl-xL primary | PME-1 inh | MEX-5 binding | Fam108B inh | GLD-1 TGE inh | PAD4 FP inh | TPT1 inhibitor | MCL1-BIM inh
COc1ccc(N(CC(O)Cn2c3ccccc3c3ccccc32)S(=O)(=O)c2ccccc2)cc1 (configuration not stated) | 0 | 1 | -36 | -3.9 | -7 | 8 | 4 | -2 | 3
Cc1ccc(NC(=O)c2ccc(NCCc3ccccc3)c([N+](=O)[O-])c2)cc1F | -4 | -1 | 5 | -7.0 | 4 | -31 | 0 | 59* | -7
COc1ccc(-c2csc(NC(=O)CN3C(=O)CCC3=O)n2)c(OC)c1 | 0 | 5 | 0 | 0.5 | 0 | -5 | -2 | 0 | 8
Cc1cccc(OCC(=O)NCc2nc(-c3ccccc3)no2)c1 | 4 | 2 | 6 | 4.2 | 4 | 6 | 2 | 2 | -6
COC(=O)[C@H](Cc1ccccc1)NC(=O)NCc1ccc(C)cc1 | 0 | 3 | 5 | 0.0 | 2 | 5 | 3 | -2 | -1
CC(=O)c1c(C)nc2cc(Cl)ccc2c1N | -7 | 4 | -1 | 0.0 | 4 | 4 | -8 | -3 | 3
Cc1onc(-c2ccccc2)c1C(=O)Nc1ccc(C(=O)N2CCCCC2)cc1 | 10 | 3 | 4 | -3.6 | 1 | 1 | 3 | 0 | 6
O=C(NCCCN1CCCCC1)C1CCN(S(=O)(=O)N2CCC3(CC2)OCCO3)CC1 | 0 | 6 | 2 | 2.1 | 2 | -2 | 2 | -4 | 2
O=S(=O)(NCC1CCCO1)c1cc(Cl)ccc1Br (configuration not stated) | -2 | 3 | -1 | 0.2 | 0 | 1 | 0 | -3 | 1
CC(=O)c1ccc(N(CC(=O)NC2CCCCC2)C(=O)c2csnn2)cc1 | 4 | 0 | 0 | -2.0 | -3 | -1 | 1 | 0 | 8
CCOC(=O)CCNC(=O)N1CCCC(C(=O)c2ccccc2SC)C1 (configuration not stated) | -2 | -3 | -1 | -0.4 | 4 | 1 | 5 | 2 | -1
CS(=O)(=O)N1CCc2cc(S(=O)(=O)NCCNS(=O)(=O)c3ccc4c(c3)CCN4S(C)(=O)=O)ccc21 | 0 | 2 | 1 | 0.0 | 1 | -2 | 1 | 0 | 3
O=C(CCC1CCCN(C(=O)Cc2cccc(F)c2)C1)N1CCN(c2ccccn2)CC1 (configuration not stated) | -7 | -2 | -2 | 0.1 | -2 | -5 | -1 | -3 | -2
COc1ccc(OC)c(S(=O)(=O)N2CCN(C(=O)c3ccco3)CC2)c1 | -5 | 1 | -9 | -4.6 | -1 | -1 | 1 | 3 | -3
Cn1c(SCC(=O)c2ccc3c(c2)NC(=O)CO3)nc2ccccc21 | -1 | -8 | -8 | -0.5 | -15 | 2 | -7 | 2 | 0
CCCCNS(=O)(=O)c1ccc2nc(-c3cccnc3)cc(C(=O)NCCCOCC)c2c1 | 9 | 9 | 5 | 0.7 | -2 | 2 | 0 | -3 | 7
Cc1ccc(-c2nn(Cc3ccccc3)cc2C(=O)N2CCN(c3ccccn3)CC2)cc1 | · | -3 | 7 | · | · | -2 | -5 | · | -5
Cc1cc(-c2ccccc2)nc(N/N=C/c2ccc([N+](=O)[O-])cc2)n1 | 2 | 3 | 12 | -2.8 | 4 | 1 | -3 | 3 | -4
COc1cccc(NC(=O)Nc2ccncc2)c1 | 5 | 4 | -6 | 1.0 | 2 | 2 | 0 | 0 | 0
CC(C)c1ccc(S(=O)(=O)N2CCCCC2)cc1 | 2 | 4 | 5 | -2.9 | 4 | 5 | 2 | 2 | 6
CCC(=O)Nc1cccc(Br)c1 | 2 | 3 | 1 | 1.3 | 0 | -1 | -1 | -3 | -2
Oc1ccc(NC(=S)N=Nc2c(O)[nH]c3ccccc23)cc1 | 4 | 24 | 15 | -26* | 8 | 0 | 2 | -1 | 19
CC(=O)Nc1ccc(S(=O)(=O)N2CCC(c3nnc(-c4ccc(C)cc4)o3)CC2)cc1 | -4 | 11 | 3 | -0.6 | -1 | 2 | 4 | -1 | 7
CC(CCc1ccccc1)NC(=O)COc1ccc(S(=O)(=O)N2CCOCC2)cc1[N+](=O)[O-] (configuration not stated) | 18 | -6 | 3 | 0.9 | 1 | 4 | -2 | -2 | -21
COc1ccc(CNC(=O)c2coc(=O)c3ccccc23)cc1 | 14 | 3 | -3 | -5.0 | 2 | 7 | 0 | -1 | 1
O=C(NCc1ccccc1)C1CCCN(S(=O)(=O)c2cccnc2)C1 (configuration not stated) | 3 | -2 | -1 | 1.5 | -3 | 3 | -4 | 2 | 4
COc1ccc(N2C(=O)CS/C2=C\[N+](=O)[O-])cc1 | -1 | -4 | 4 | -0.3 | 2 | 0 | -10 | 1 | -3
CCc1cc2c(=O)c(-c3nc4ccccc4[nH]3)coc2c(CN2CCCCC2)c1O | -6 | 2 | 7 | 1.1 | -4 | 3 | -3 | -1 | 8
COCCN(Cc1cc2cc3c(cc2nc1Cl)OCO3)C(=O)Nc1ccccc1OC | -6 | 4 | -1 | 0.5 | 0 | 5 | 4 | -1 | 1
Cn1cccc1CC(=O)N/N=C\c1cccs1 | 14 | 3 | -4 | 1.3 | 5 | 5 | 2 | -1 | 10
O=C(O)c1cc(-c2ccc(/C=N/N3C(=O)C4C5C=CC(C6CC56)C4C3=O)o2)ccc1Cl (configuration not stated) | -4 | 17 | 5 | -2.2 | 3 | 1 | -1 | -9 | 14
O=S(=O)(Nc1ccc2c(c1)OCO2)c1ccc(Cl)cc1F | · | 2 | -48 | · | · | 0 | -5 | · | 1
Cc1ccc(/C=C/C(=O)NC(=S)Nc2ccc(S(=O)(=O)Nc3cc(C)on3)cc2)cc1 | -2 | 4 | -7 | 0.4 | -9 | 2 | -3 | -1 | 6
Cc1c(C#N)c2ncn(Cc3ccccc3)c(=O)c2n1-c1ccccc1 | 3 | 1 | -1 | -3.0 | -5 | -8 | 1 | 1 | 0
C=CCNC(=O)c1cc(Cl)ccn1 | 0 | 2 | -1 | -0.3 | -3 | 2 | -7 | 2 | 3
CC1=Nc2cc(C(=O)O)ccc2Sc2ccc(C)cc21 | 0 | 3 | -4 | -0.4 | -3 | 0 | -2 | 0 | -1
CCCC/C(O)=C1\C(=O)CCCC1=NCCc1c(C)[nH]c2ccccc12 | -3 | 3 | 1 | 2.0 | -2 | -1 | -3 | 0 | 7
Cc1ccc(C)c(-n2nnnc2SCC(=O)NCCC2=CCCCC2)c1 | -5 | 4 | 4 | 0.9 | 1 | 7 | 1 | 0 | 7
C/C(N)=C(/C#N)C(=O)CSc1nnc(-c2ccccc2Br)o1 | 5 | -1 | 1 | -0.1 | 2 | 7 | 0 | -5 | 2
COc1ccccc1OCC(=O)N/N=C/c1c(O)ccc2ccccc12 | 10 | 2 | -9 | ? | 10 | 2 | 4 | 1 | 11
COC(=O)c1scc(C)c1S(=O)(=O)Nc1ccc(C)cc1 | 6 | 9 | 2 | -0.9 | -2 | -3 | -1 | -2 | 5
Cc1nn(C)cc1CNC(=O)c1ccc(Br)o1 | 3 | 0 | 4 | 0.2 | 3 | 2 | 4 | 5 | 3
C[C@H](NC(=O)c1nc[nH]c1C(=O)N[C@@H](CCCCNC(=O)OC(C)(C)C)C(=O)OC(C)(C)C)C(=O)OCc1ccccc1 | 3 | 7 | -8 | 0.7 | -4 | 10 | -1 | -2 | 7
Cc1cc(N2CCN(C3CCCCC3)CC2)n2nc(C)nc2n1 | -4 | 3 | 2 | 0.1 | 3 | 1 | -1 | 0 | 1
C#CCSc1nc2[nH]ncc2c(=O)[nH]1 | 5 | -1 | -3 | -3.3 | 1 | 1 | 3 | 33* | 0
COc1cc(SC)ccc1C(=O)OCC(=O)NC1CC1 | 7 | -3 | 2 | -0.8 | -2 | 3 | -1 | 0 | -2
CCCN(C(=O)C1CC(=O)N(c2ccccc2C(C)CC)C1)C1CCS(=O)(=O)C1 (configuration not stated) | · | -8 | 0 | · | · | 4 | 1 | · | -16
Cc1cc(S(=O)(=O)n2cnc3ccccc32)c(C)cc1Cl | -8 | 6 | -6 | -1.7 | -1 | -6 | -2 | 2 | 4
CCC(C(=O)NC1CCCC1)N(C(=O)Cn1nnc(-c2ccc(C)cc2)n1)C1CCCC1 (configuration not stated) | 7 | 4 | -2 | -0.2 | 4 | 6 | 3 | -5 | 3
O=C(NC1CCCC1)C1CCN(C(=O)c2cccc(Cl)c2)CC1 | -1 | 5 | -2 | 1.8 | 3 | -7 | -9 | -3 | 33
O=S(=O)(O)c1cc(OS(=O)(=O)c2ccccc2)cc2ccccc12 | -14 | 0 | 2 | -2.8 | -3 | 8 | -5 | 0 | -1
CS(=O)(=O)N1CCN(c2ncnc3c2cnn3-c2ccccc2)CC1 | 2 | 0 | -1 | 2.9 | -7 | 4 | -3 | -3 | -1
COc1cc(/C=C2/NC(=O)NC2=O)cc(Br)c1OCc1cccc(C(=O)O)c1 | -1 | 10 | -2 | -2.3 | -1 | -10 | 0 | 0 | 5
CS(=O)(=O)c1ccc(C(=O)N(CCc2ccccc2)Cc2ccccc2)cc1 | 7 | 2 | 5 | 2.6 | -2 | -5 | -2 | 2 | 1
COCCN(Cc1ccccc1)C(=O)C1CCN(S(=O)(=O)c2ccc3c(c2)OCCO3)CC1 | · | -1 | 1 | · | · | 8 | 1 | · | 1
Cc1ccc2c(C)c(C(=O)N3CCN(Cc4ccc5c(c4)OCO5)CC3)oc2c1C | -1 | 0 | -4 | 0.8 | -6 | 8 | -1 | -2 | -2
O=C(CN1CCC(n2nnc3cc(F)ccc32)CC1)NC1CC1 | 2 | 10 | 0 | -0.9 | 1 | 6 | -2 | -1 | 1
C/C(=N\NC(=O)CN1CCN(S(=O)(=O)c2ccc(C)cc2)CC1)c1ccncc1 | 0 | 4 | 0 | -2.6 | -4 | 1 | -2 | 0 | 6
Cc1cc(C)c(S(=O)(=O)N(C)CC(=O)NCCCn2ccnc2)c(C)c1 | 0 | 3 | 2 | 0.5 | 0 | 6 | 0 | -3 | -4
CC(C)CCn1cnc2c(NCc3ccccc3)ncnc21 | 1 | 2 | 1 | -1.2 | 0 | 2 | 2 | -1 | 5

The listing continues.
SMILES | GSTO1 inh | Bcl-xL primary | PME-1 inh | MEX-5 binding | Fam108B inh | GLD-1 TGE inh | PAD4 FP inh | TPT1 inhibitor | MCL1-BIM inh
CCn1c(CNC(=O)c2ccccc2F)cc2ccccc21 | 4 | 2 | 0 | -4.9 | 2 | 10 | -2 | -3 | 6
CCc1nn(CC(=O)Nc2cc(C)ccc2C)c(=N)s1 | -7 | 1 | -3 | 0.2 | 0 | -1 | -3 | 0 | 5
CSc1ccc(CN2CCCN(C)CC2)cc1 | 5 | 4 | 1 | -0.5 | 5 | 5 | 0 | -2 | 8
COC(=O)c1c(NC(=O)CCC(=O)O)sc2c1CCCCC2 | 11 | -1 | -11 | -2.1 | -2 | -1 | 0 | -2 | -6

High-throughput results from PubChem BioAssay.

Not all compounds are listed; rates above refer to the full screens.
